Fluorescein fluor: compound autofluorescence in fluorescein spectral region; Compound autofluorescence, 480/540 nm, fluorescein-equivalent; stronger effect = higher value; max fluorescein-equivalent concentration, M; hit rate 0.91% among 59,000; AID 593; in the data active = max fluorescein-equivalent concentration above about 10 nM; inconclusive = between about 1.1 nM and that limit
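Autofluorescence profiling; 100 mM Tris, pH 8.0; incubation 15 min at RT; ex/em 480/540 nm; result as fluorescein-equivalent concentration.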
FLuc inh: firefly luciferase inhibition | purified firefly luciferase, luminescence, 8 min | P08659 | hit rate 2.2% among 72,000 | Potency, µM (titrated, usually from 57.1 µM), inactives show at the highest dose activity change, negative = inhibition, actives largely listed as inhibitors | AID 411; also: potency is read from the fitted curve at half-maximal effect; % is scaled to controls: 0 for no effect and ±100 for the full control effect; nearly all actives have a fitted effect of over 40% in size
Target sequence (P08659 whole entry, looked up): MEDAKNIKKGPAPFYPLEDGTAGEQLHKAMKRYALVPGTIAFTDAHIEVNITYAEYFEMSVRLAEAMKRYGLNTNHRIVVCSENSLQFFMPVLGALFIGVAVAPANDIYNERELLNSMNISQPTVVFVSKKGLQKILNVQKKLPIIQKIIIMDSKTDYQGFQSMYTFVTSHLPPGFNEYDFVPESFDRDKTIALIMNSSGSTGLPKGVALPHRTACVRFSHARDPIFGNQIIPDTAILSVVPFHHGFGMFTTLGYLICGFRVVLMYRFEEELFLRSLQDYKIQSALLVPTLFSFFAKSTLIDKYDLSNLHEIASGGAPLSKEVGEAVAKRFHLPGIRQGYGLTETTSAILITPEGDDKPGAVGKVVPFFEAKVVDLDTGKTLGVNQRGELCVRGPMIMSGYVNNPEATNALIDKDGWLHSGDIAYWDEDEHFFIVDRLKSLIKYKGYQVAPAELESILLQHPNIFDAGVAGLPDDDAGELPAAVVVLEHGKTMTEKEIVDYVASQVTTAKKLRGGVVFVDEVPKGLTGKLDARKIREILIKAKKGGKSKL
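Titration-based qHTS; buffer 50 mM imidazole pH 7.2, 50 mM KCl, 7 mM MgCl2, 10 uM ATP, 0.01% Tween 20, 0.05% BSA; luciferase/luciferin detector mix added after compound; 8 min, ambient; luminescence.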
ERK AVP inh: vasopressin-driven ERK pathway inhibition | AID 995 | hit rate 0.99% among 72,000 | Potency, µM (titrated, usually from 57.5 µM), for inactives: at the highest dose activity, negative = inhibition, usual class: inhibitors | HEK293-V1b, vasopressin-stimulated pERK AlphaScreen; also: potency is read from the fitted curve at half-maximal effect; % is scaled to controls: 0 for no effect and ±100 for the full control effect; nearly all actives have a fitted effect of over 55% in size
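HEK293 cells stably expressing V1b receptor, preincubated 30 min at 37 °C with compound, then stimulated 5 min with 25 nM vasopressin. Phospho-ERK by AlphaScreen SureFire after 5 h RT; normalized to DMSO and vasopressin; AC50 by Hill fit.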
Epigenetic mod: derepresses silenced GFP locus in mouse C127i cells. mouse C127i GFP locus derepression, cytometry, 30 h. hit rate 0.09% among 68,000. AID 597. Potency, µM (highest dose often 46.1 µM), inactives show at the highest dose GFP derepression (activation); also: % of control where 0% means no effect
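Murine C127i mammary cells carrying a silenced, stably integrated CMV-driven GFP reporter were treated with compound for 30 hours at 37 C. After PBS washes, GFP-positive cells were counted by laser-scanning microplate cytometry.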
HBB splice mod: hemoglobin beta splicing modulation. HBB splicing reporter cell assay, activation; EGFP reporter with mutant IVS2-654 intron; response scale: normalised to 500 nM splice-correcting PNA. Potency, µM (doses to about 46.1 µM), for inactives: top-dose activation, most hits filed as activators. hit rate 0.06% among 65,000; also: potency is read from the fitted curve at half-maximal effect; 0% is about no effect
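HeLa cells stably expressing EGFP interrupted by mutant beta-globin intron 2 (IVS2-654), 500/well in 2% FCS. Treated with compound for 2 days at 37C. Splicing correction scored as total well GFP intensity (488 nm excitation, 500-520 nm emission); 500 nM antisense PNA served as control.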
CRE-bla Fsk: modulators of forskolin-stimulated CRE signaling in CHO cells; CHO CRE-bla reporter (cAMP response element driving beta-lactamase), forskolin EC10, beta-lactamase ratio; Potency, µM (series often up to 38.2 µM), for inactives: at the top dose activity change, negative = inhibition, hits mostly activators; hit rate 2.5% among 71,000; AID 662; active = well fitted activation curve with a large enough effect in the signal ratio, with a control signal flat, not every such curve was filed as active; inconclusive = small, poorly fitted or top-dose-only effect, or effect the other way, or a change in a side signal; the % refers to the signal ratio; also: potency is read from the fitted curve at half-maximal effect; % of control where 0% means no effect
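Using CellSensor CRE-bla CHO cells in Opti-MEM with 0.5% dialyzed FBS, compounds were titrated with EC10 NKH 477 for 3 h at 37 °C. CCF4 ratio (460/530 nm) gave %Activity; AC50 derived.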
A350 autofl: A350 region autofluorescence | Compound autofluorescence, 340/450 nm, Alexa 350 dye-equivalents; stronger effect = higher value | max dye-equivalent concentration, M | hit rate 11% among 59,000; in the data active = max dye-equivalent concentration above about 10 nM; inconclusive = mostly about 1.1 nM to 9.6 nM
4MU fluor: compounds fluorescent in 4-MU spectral region; max dye-equivalent concentration, M; AID 589; compound autofluorescence, 340/450 nm, 4-MU equivalents; stronger effect = higher value; hit rate 11% among 59,000; in the data active = max dye-equivalent concentration above about 10 nM; inconclusive = mostly about 1.1 nM to 9.6 nM
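Compounds in 100 mM Tris, pH 8.0, incubated 15 min at room temperature, then fluorescence read at 340 nm excitation/450 nm emission. Signal converted to 4-MU dye-equivalent concentration using an on-plate six-point 4-MU standard curve.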
Ub-GFP proteasome: inhibits proteasome, raising ubiquitin-GFP reporter fluorescence; Ubiquitin-GFP reporter cells, proteasome inhibition, GFP fluorescence; response scale: untreated = 0%, 10 µM MG-132 = 100%; Potency, µM (series often up to 45.9 µM), for the others: at the top dose activation (GFP accumulation), most hits filed as activators; 67,000 tested, under 10 active; AID 526; active = well fitted activation curve with a large enough effect, not every such curve was filed as active; inconclusive = small, poorly fitted or top-dose-only effect, or another doubt; inactive = no such curve, though single readings can be large or run the other way; also: potency is read from the fitted curve at half-maximal effect
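Proteasome block read as GFP accumulation: ubiquitin(G76V)-GFP U2OS cells exposed to compound (2.9 nM–46 uM) for 4 hr at 37 C. Normalization used untreated cells as 0% and 10 uM MG-132 as 100%; concentration-response curves fitted.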
Hsp90 Hop PPI: changes Hsp90-Hop TPR2A binding signal, up or down; hit rate 0.44% among 71,000; Potency, µM (highest dose often 57 µM), for the others: at the top dose activity change, negative = inhibition; AlphaScreen TPR2A-His6 binding biotin-Hsp90 C-terminal peptide; active = well fitted curve in either direction with a large enough effect; inconclusive = small, poorly fitted or top-dose-only effect, or another doubt; also: potency is read from the fitted curve at half-maximal effect; % is scaled to controls: 0 for no effect and ±100 for the full control effect; many of its hits are not listed in these tables
Texas Red fluor: compounds fluorescent in Texas Red spectral region; Compound fluorescence, Texas Red channel, 547/618 nm; stronger effect = higher value; max dye-equivalent concentration, M; hit rate 0.06% among 59,000; in the data active = max dye-equivalent concentration above about 10 nM; inconclusive = between about 1.1 nM and that limit
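qHTS profiling of intrinsic compound fluorescence; 100 mM Tris pH 8.0; 15 min RT; ex 547 / em 618 nm; response expressed as Texas Red dye-equivalent concentration from six-point plate standard.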
The depositor's hits bear a star; i = inactive; ? = inconclusive; · = no result given; [ ] = dose if it differs, or a comment. Unless noted, calls follow the shape of the dose curve; as a rule, active = well fitted curve in the direction sought with a large enough effect; inconclusive = small, poorly fitted or top-dose-only effect, or another doubt; inactive = no such curve, though single readings can be large; an effect the other way counts as inactive or inconclusive. A portion of the library (hit frequency here may not be typical).

item	molecule	Fluorescein fluor	FLuc inh	ERK AVP inh	Epigenetic mod	HBB splice mod	CRE-bla Fsk
1	CS(=O)(=O)N(CC(=O)NCCSC1CCCCC1)c1ccc2c(c1)OCO2	i	1%	11%	3%	-1.5%	0%
2	CN1[C@@H]2CC(OC(=O)[C@@H](CO)c3ccccc3)C[C@H]1[C@H]1O[C@H]12 (stereo partly specified)	?	2%	5%	-1%	0.0%	-2%
3	Cc1ccc(S(=O)(=O)N2CCC(C(=O)N3CCC[C@H]3C(=O)NCc3ccccc3)CC2)cc1	i	3%	-3%	3%	-2.4%[57.5 µM]	1%
4	Cc1ccc2nc3c(cc(C#N)c(=O)n3CCN3CCOCC3)c(=O)n2c1	?	1%	7%	0%	-3.5%[57.5 µM]	?
5	O=C(Nc1ccccc1)c1cccc(N2C(=O)CCC2=O)c1	i	-2%	-3%	10%	0.4%	0%
6	O=C1c2cccnc2-c2ncccc21	i	2%	5%	3%	-2.1%	?
7	Cc1ccc(S(=O)(=O)n2nc(OC(=O)c3ccco3)cc2N)cc1	i	2%	15%	0%	·	-5%
8	O=C1CC(N2CCOCC2)C(=O)N1CCN1C(=O)CC(N2CCOCC2)C1=O (stereo unspecified)	i	4%	-2%	1%	·	5%
9	COc1ccc(OCC(=O)Nc2ccccc2OC)cc1	·	-10%	29%	16%	-0.6%	-4%
10	CC(C)C(NS(=O)(=O)c1ccc2c(c1)oc(=O)n2C)C(=O)N1CCN(C2CCCCC2)CC1 (stereo unspecified)	·	1%	-3%	·	0.7%	4%

item	A350 autofl	4MU fluor	Ub-GFP proteasome	Hsp90 Hop PPI	Texas Red fluor
1	i	i	5%	-1%	i
2	i	i	10%	0%	i
3	i	i	2%	3%	i
4	1.1e-06M*	8.4e-07M*	-3%	-3%	i
5	i	i	-4%	0%	?
6	i	i	-7%	-26%	i
7	i	i	-4%	-3%	i
8	?	?	-3%	-2%	i
9	·	·	-9%	9%	·
10	·	·	-3%	-6%[2.3 µM]	·

Following part
item	molecule	Fluorescein fluor	FLuc inh	ERK AVP inh	Epigenetic mod	HBB splice mod	CRE-bla Fsk
11	CC(=O)OCCN1C(=O)c2cccnc2C1=O	?	-2%	-5%	0%	-3.2%	1%
12	CN(C(=O)c1ccc(=O)[nH]c1)C1(C(=O)NC2CCCCC2)CCCCC1	i	1%	27%	1%	-2.1%	9%
13	CCOn1c(=O)c(-c2ccc(OC)cc2)[n+]([O-])c2ccccc21	i	-4%	-8%	4%	-1.2%	-16%
14	O=C(CSc1nnc(-c2cccnc2)n1Cc1ccccc1)N1CCOCC1	?	2%	-12%	-3%	·	1%
15	CCOC(=O)C1CCCN(C(=O)CSc2nccn2C)C1 (stereo unspecified)	?	1%	19%	0%	0.1%[57.5 µM]	-6%
16	Cn1c(SCC(=O)Nc2cccc(O)c2)nnc1-c1ccc(S(=O)(=O)N2CCOCC2)cc1	?	-1%	-2%	3%	-0.7%	?
17	C=CCc1c(C)[nH]c2ccc(C)cc2c1=O	i	-12%	-2%	0%	0.0%	?
18	Cc1ccc(CNC(=O)C2C3C=CC4(CN(Cc5cccnc5)C(=O)C24)O3)cc1 (stereo unspecified)	i	-1%	13%	0%	-0.5%	?
19	COc1ccc(C(=O)CSc2nnc(-c3ccc(S(=O)(=O)N4CCOCC4)cc3)o2)cc1	?	4%	8%	0%	0.7%	0%
20	Cc1cn2nc(N)c3ccccc3c2n1	?	-3%	-21%	0%	0.2%[57.5 µM]	?

item	A350 autofl	4MU fluor	Ub-GFP proteasome	Hsp90 Hop PPI	Texas Red fluor
11	i	i	-5%	?	i
12	i	i	-5%	-6%	i
13	?	?	-3%	-2%	i
14	i	i	1%	1%	i
15	i	i	0%	-2%	i
16	i	i	0%	-2%	i
17	i	i	13%	-2%	?
18	?	?	-9%	2%	i
19	i	i	0%	-1%	i
20	1.2e-07M*	1.3e-07M*	-3%	-3%	i

Next structures:
item	molecule	Fluorescein fluor	FLuc inh	ERK AVP inh	Epigenetic mod	HBB splice mod	CRE-bla Fsk
21	Cc1ccc(NC(=O)COC(=O)C2CCC(=O)N2)c(S(=O)(=O)N2CCOCC2)c1 (stereo unspecified)	?	3%	23%	-1%	-3.1%	?
22	CN(C)Cc1ccccc1-c1cc(-n2ccnc2)ncn1	?	1%[2.29 µM]	9%	1%[9.22 µM]	0.7%	?
23	COc1ccccc1C(=O)Nc1ccc(-c2nnc(SCC(=O)O)n2C)cc1	i	-5%	-11%	4%	0.2%[0.369 µM]	2%
24	O=C(C1CCCCC1)N1CCC(c2nc3c(nnn3Cc3ccccc3Cl)c(=O)[nH]2)CC1	i	2%	-24%	-1%	·	?
25	CCOc1ccccc1NC(=O)c1c(NC(=O)CNCc2ccco2)sc2c1CCC2	·	1%	23%	0%	0.1%[9.22 µM]	11%
26	Cc1noc(C)c1-c1nccc(N2CCNCC2)n1	i	3%[2.29 µM]	-23%	-3%[9.22 µM]	0.0%	?
27	Cc1ccc2cc3c(NC(=O)CC(C)C)nn(C)c3nc2c1	i	0%	-1%	2%	0.7%[0.369 µM]	?
28	O=c1c(-c2cccs2)nc2cnc(N3CCOCC3)nc2n1Cc1ccc(F)cc1	?	1%[11.4 µM]	15%	16%[9.22 µM]	3.8%	?
29	Cc1ccc(NC(=O)C2CC=CCC2C(=O)N2CCCCC2)cc1 (stereo unspecified)	i	1%	13%	2%	-2.6%	0%
30	COc1cc(C2c3c(-c4ccccc4)n[nH]c3C(=O)N2c2ccccc2)ccc1O (stereo unspecified)	i	-2%	2%	-1%	-0.3%[57.5 µM]	-1%

item	A350 autofl	4MU fluor	Ub-GFP proteasome	Hsp90 Hop PPI	Texas Red fluor
21	i	i	-2%	0%	i
22	?	i	-2%	-10%	i
23	?	?	3%	-4%	i
24	i	i	-4%	-1%	i
25	·	·	7%	-4%	·
26	1.3e-08M*	1.2e-08M*	-1%	-9%	i
27	4.2e-08M*	3.6e-08M*	2%	2%	?
28	?	i	6%	-7%	i
29	?	i	-3%	-1%	i
30	i	i	-2%	-3%	i

Among those listed so far, these have a thiophene ring, fused or not:
item	molecule	Fluorescein fluor	FLuc inh	ERK AVP inh	Epigenetic mod	HBB splice mod	CRE-bla Fsk
25	CCOc1ccccc1NC(=O)c1c(NC(=O)CNCc2ccco2)sc2c1CCC2	·	1%	23%	0%	0.1%[9.22 µM]	11%
28	O=c1c(-c2cccs2)nc2cnc(N3CCOCC3)nc2n1Cc1ccc(F)cc1	?	1%[11.4 µM]	15%	16%[9.22 µM]	3.8%	?

item	A350 autofl	4MU fluor	Ub-GFP proteasome	Hsp90 Hop PPI	Texas Red fluor
25	·	·	7%	-4%	·
28	?	i	6%	-7%	i

New compounds follow.
item	molecule	Fluorescein fluor	FLuc inh	ERK AVP inh	Epigenetic mod	HBB splice mod	CRE-bla Fsk
31	CCC1CCCCN1C(=O)CSc1nnc(CNC(=O)COc2ccc(Cl)cc2)o1 (stereo unspecified)	i	1%	-7%	0%	-0.7%	-8%
32	CCCNC(=O)c1c(C)cc(=O)oc1C	i	1%	0%	0%	4.5%	-12%
33	Cc1cc(C)c(O)c(Cc2cccc(Cc3cc(C)cc(C)c3O)c2O)c1	?	4%[11.4 µM]	-16%[11.5 µM]	-7%[9.22 µM]	1.0%[9.22 µM]	9%[7.6 µM]
34	COc1cccc(CNc2nc3ccccc3n2CCN2CCCCC2)c1	i	3%	-29%	0%	-0.9%	-7%
35	O=C(Nc1ccc(OC(F)(F)F)cc1)C1=NCCN1	i	10µM*	-4%	-2%	·	1%
36	CCNC(=O)N1c2ccc(OCC)cc2C(C)=CC1(C)C	i	-3%	-21%	-6%	-0.7%	?
37	Cn1ncc2nc[nH]c(=O)c21	i	1%[25.5 µM]	·	2%[20.6 µM]	·	·
38	Cc1nc(NCc2ccccc2)c2nc(-c3ccccc3)n(CCN(C)C)c2n1	·	·	-21%	·	-1.2%	-4%
39	O=C1CC(c2cccs2)CC(O)=C1C=NCCN1CCNCC1 (stereo unspecified)	·	4%	-6%	2%	0.5%[0.0738 µM]	?

item	A350 autofl	4MU fluor	Ub-GFP proteasome	Hsp90 Hop PPI	Texas Red fluor
31	i	i	5%	-6%	i
32	?	i	-1%	0%	i
33	i	i	4%[9.17 µM]	-5%[11 µM]	i
34	?	i	-1%	-11%	i
35	i	i	1%	3%	i
36	2.8e-08M*	2.6e-08M*	-3%	-6%	i
37	i	i	·	·	i
38	·	·	0%	-2%	·
39	·	·	7%[9.17 µM]	-3%[11 µM]	·
